# Rhodamine fluor = rhodamine region autofluorescence | max dye-equivalent concentration, M | AID 594 | Rhodamine-region fluorescence, 547/598 nm, Tris buffer; hits give high values | hit rate 0.05% among 59,000; in the data active = max dye-equivalent concentration above about 11 nM; inconclusive = between about 1.1 nM and that limit
#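 Compound fluorescence in 100 mM Tris, pH 8.0, read after 15 min at room temperature with 547 nm excitation and 598 nm emission. Output is dye-equivalent concentration from an on-plate rhodamine standard series.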
# Caspase-7 inhib = caspase-7 (human) inhibition, allosteric or competitive; recombinant caspase-7, Ac-DEVD-AFC fluorescence rate; Potency, µM (highest dose often 57.5 µM), without a hit: at the top dose activity change, negative = inhibition, most hits filed as inhibitors; hit rate 0.02% among 75,000; AID 889; active = well fitted inhibition curve with a large enough effect in the main read-out, with a control signal flat, not every such curve was filed as active; inconclusive = small, poorly fitted or top-dose-only effect, or a change in a side signal; note: potency is the fitted concentration of half-maximal effect; % of control where 0% means no effect
# Target sequence (P55210 24-198 limits assumed): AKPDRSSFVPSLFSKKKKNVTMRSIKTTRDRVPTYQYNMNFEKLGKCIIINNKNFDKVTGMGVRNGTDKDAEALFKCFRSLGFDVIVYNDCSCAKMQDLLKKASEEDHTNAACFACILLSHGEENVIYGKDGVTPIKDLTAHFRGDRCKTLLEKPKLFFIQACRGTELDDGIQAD
# Target sequence (P55210 207-303 limits assumed): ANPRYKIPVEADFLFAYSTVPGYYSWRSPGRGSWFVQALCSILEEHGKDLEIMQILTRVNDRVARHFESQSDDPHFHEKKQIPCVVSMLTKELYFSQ
# ERK AVP block = inhibitors of vasopressin-stimulated ERK signaling pathway. HEK293-V1b, vasopressin-stimulated pERK AlphaScreen. Potency, µM (series often up to 57.5 µM), for inactives: at the highest dose activity, negative = inhibition, usual class: inhibitors. hit rate 0.99% among 72,000. AID 995; note: potency is the fitted concentration of half-maximal effect; % is set by controls: 0 for no effect and ±100 for the full control effect; nearly all actives have a fitted effect of over 55% in size
#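 V1b-HEK293 cells; cpd 30 min 37C; 25 nM vasopressin 5 min; lyse 10 min; AlphaScreen beads 5 hr RT. Normalized to DMSO basal and 25 nM vasopressin; AC50 by Hill fit.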
# HEK293 cAMP cs = parental HEK293 cAMP activation (counter-screen); parental HEK293 CNG cAMP sensor, membrane potential fluorescence; Potency, µM (doses to about 57.1 µM), for inactives: at the top dose activation, actives largely listed as activators; hit rate 2.5% among 73,000; AID 938; note: potency is the fitted concentration of half-maximal effect; % of control where 0% means no effect; nearly all actives have a fitted effect of over 55% in size
#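 Parental HEK 293 cells stably expressing a modified CNG channel (no TSHR) report cAMP rise as membrane depolarization. Membrane potential dye with 100 uM RO 20-1724 was loaded for 60 min at room temperature, then compound added for 30 min; fluorescence read at 590 nm.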
# Fluorescein autfl = compound autofluorescence in fluorescein spectral region; Compound autofluorescence, 480/540 nm, fluorescein-equivalent; hits give high values; max fluorescein-equivalent concentration, M; hit rate 0.91% among 59,000; AID 593; in the data active = max fluorescein-equivalent concentration above about 10 nM; inconclusive = between about 1.1 nM and that limit
#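 Library compounds, added at multiple concentrations to pH 8.0 Tris buffer (100 mM), incubate 15 min at room temperature before CCD imaging at 480 nm excitation and 540 nm emission.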
# Texas Red fluor = compound fluoresces in the Texas Red spectral region; Compound fluorescence, Texas Red channel, 547/618 nm; hits give high values; max dye-equivalent concentration, M; hit rate 0.06% among 59,000; AID 587; in the data active = max dye-equivalent concentration above about 10 nM; inconclusive = between about 1.1 nM and that limit
#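 Dye-equivalent concentrations come from scaling compound signal (ex 547, em 618 nm) to six Texas Red standard concentrations run on every plate, after 15 min room-temperature incubation in pH 8.0 Tris (100 mM).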
# FLuc inh = blocks Photinus pyralis firefly luciferase activity | P08659 | purified firefly luciferase, luminescence, 8 min | Potency, µM (top dose mostly 57.1 µM), inactives show at the top dose activity change, negative = inhibition, hits mostly inhibitors | hit rate 2.2% among 72,000; note: potency is the fitted concentration of half-maximal effect; % is set by controls: 0 for no effect and ±100 for the full control effect; nearly all actives have a fitted effect of over 40% in size
#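 Titration-based qHTS; buffer 50 mM imidazole pH 7.2, 50 mM KCl, 7 mM MgCl2, 10 uM ATP, 0.01% Tween 20, 0.05% BSA; luciferase/luciferin detector mix added after compound; 8 min, ambient; luminescence.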
# HADH2 inhib = blocks human hydroxyacyl-CoA dehydrogenase type II. Potency, µM (top dose mostly 57.1 µM), inactives show at the highest dose activity change, negative = inhibition, most hits filed as inhibitors. recombinant HADH2, NADH fluorescence, beta-hydroxybutyryl-CoA. Q99714. hit rate 3.4% among 73,000. AID 886; note: potency is the fitted concentration of half-maximal effect; % is set by controls: 0 for no effect and ±100 for the full control effect; nearly all actives have a fitted effect of over 60% in size; many of its hits are not listed in these tables
# Target sequence (Q99714 whole entry, looked up, one chain of several): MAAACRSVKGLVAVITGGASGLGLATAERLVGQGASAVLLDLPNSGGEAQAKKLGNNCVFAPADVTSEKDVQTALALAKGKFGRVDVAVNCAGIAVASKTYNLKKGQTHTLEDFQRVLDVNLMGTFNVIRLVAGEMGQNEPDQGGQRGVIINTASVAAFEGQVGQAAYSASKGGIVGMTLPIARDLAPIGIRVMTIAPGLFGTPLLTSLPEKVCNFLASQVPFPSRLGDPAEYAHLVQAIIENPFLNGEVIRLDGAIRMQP
#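 Buffer 100 mM Tris-HCl pH 9.0/0.01% Tween-20; HADH2 20 nM; NAD+ 1 mM; beta-hydroxybutyryl-CoA 90 uM (all final). 15 min cpd preincubation, RT.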
# Tau fil binding = binds recombinant human tau filaments; P10636; recombinant tau filaments, thioflavin S fluorescence, 15 h; filaments grown with octadecylsulfate alongside compound; Potency, µM (top dose mostly 57.1 µM), for inactives: at the top dose activity change, negative = inhibition; hit rate 2% among 71,000; AID 596;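 note: potency is the fitted concentration of half-maximal effect; % is set by controls: 0 for no effect and ±100 for the full control effect; actives lower thioflavin S fluorescence by blocking filaments or displacing dye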
#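 Recombinant tau protein (human, 1 uM final) plus 30 uM ODS in HEPES pH 7.4 with NaCl, DTT and thioflavine S. Compound present from the start; fluorescence at 510 nm after 15 h, 37 C.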
# Caspase-1 inhib = allosteric or competitive inhibitors of human caspase-1 | AID 900 | hit rate 0.03% among 75,000 | Caspase-1 enzyme, Ac-WEHD-AFC fluorogenic rate | P29466 | Potency, µM (series often up to 57.5 µM), for the others: at the top dose activity change, negative = inhibition, most hits filed as inhibitors;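 note: potency is the fitted concentration of half-maximal effect; plate controls were vehicle for no effect and no substrate for full effect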
# Target sequence (P29466 120-297 limits assumed): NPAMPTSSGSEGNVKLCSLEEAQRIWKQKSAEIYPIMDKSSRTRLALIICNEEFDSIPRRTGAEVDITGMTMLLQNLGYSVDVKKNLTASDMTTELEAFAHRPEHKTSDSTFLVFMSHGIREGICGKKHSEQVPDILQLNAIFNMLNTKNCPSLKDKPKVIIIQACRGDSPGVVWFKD
# Target sequence (P29466 317-404 limits assumed): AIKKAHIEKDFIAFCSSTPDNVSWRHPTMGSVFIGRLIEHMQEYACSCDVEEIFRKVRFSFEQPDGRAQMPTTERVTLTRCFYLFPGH
# USP2a inhib = inhibitors of human ubiquitin-specific protease USP2a. O75604. Potency, µM (highest dose often 38.3 µM), for inactives: at the highest dose activity change, negative = inhibition, hits mostly inhibitors. USP2a enzymatic assay, qHTS inhibition. AID 927. hit rate 0.1% among 60,000;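 note: potency is the fitted concentration of half-maximal effect; nearly all actives have a fitted effect of over 60% in size; plate controls were DMSO for no effect and NEM full inhibition control for full effect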
#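 USP2 core (20nM final) preincubated 30 min RT with compound, then Ub-PLA2 20nM and NBD C6-HPC 20uM final added; buffer 20mM Tris-HCl pH 8.0, 2mM CaCl2. Fluorescence Ex 460/Em 535 read at 0 and 2.5 h; normalized to NEM.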
# The depositor's hits bear a star; i = inactive; ? = inconclusive; . = not tested or not shown; [ ] = another dose, or the depositor's remark. Unless noted, calls come from the whole dose curve; as a rule, active = well fitted curve in the direction sought with a large enough effect; inconclusive = small, poorly fitted or top-dose-only effect, or another doubt; inactive = no such curve, though single readings can be large; an effect the other way counts as inactive or inconclusive. Some of the compounds tested. The share of hits here may be higher or lower than overall.
Structure,USP2a inhib,Caspase-1 inhib,Caspase-7 inhib,Rhodamine fluor,Texas Red fluor,Fluorescein autfl,HADH2 inhib,Tau fil binding,HEK293 cAMP cs,ERK AVP block,FLuc inh
Cc1ccc(NC(=O)Cn2cc3c(n2)CCC(C)C3)cc1 (configuration not stated),.,0%,-2%,.,.,.,4%,10%,12%,-5%,-1%
CCOC(=O)N1CCC(N2Cc3cccc(C(=O)NCc4ccc5c(c4)OCO5)c3C2=O)CC1,36%[activator],-1%,-8%,i,i,?,-14%,11%,11%,29%,1%
CCCN(CCC)C(=O)c1c(C)[nH]c(C(=O)OCC)c1C,.,-2%,-2%,.,.,.,-1%,-7%,15%,-11%,-3%
Cc1nc(SCc2ccc(Br)cc2)[nH]c(=O)c1C,7%,-1%,1%,i,i,i,-11%,-3%,6%,-7%,1%
Cc1ccc2oc(-c3cccc(NC(=O)C4CCCO4)c3)nc2c1 (configuration not stated),31%[activator],-1%,3%,i,i,?,-71%,6%,23%,-22%,20µM*
Clc1nnc2ccc(-c3ccccc3)nn12,5%[7.66 µM],-3%,1%,.,.,.,?,-10%[11.4 µM],14%[11.4 µM],-29%,-3%
Cc1ccc2[nH]c(=O)c(CN(CCO)C(=O)NCc3ccccc3)cc2c1,12%,0%,1%,i,?,i,-2%,11%,11%,-1%,6%
O=C(CC1NC(=O)NC1=O)Nc1cccc2ccccc12 (configuration not stated),7%,?,-28%,i,i,4.3e-08M*,9%,-10%,1%,-14%,1%
CCc1nc(SCc2ccccn2)c2c(=O)n(C)c(=O)n(C)c2n1,.,-9%,1%,.,.,.,5%,-11%,-4%,.,2%
N=C(N)SCC(=O)O,.,1%[11.5 µM],0%[11.5 µM],i,i,i,9%[11.4 µM],-8%[11.4 µM],8%[11.4 µM],-29%[11.5 µM],3%[11.4 µM]
CCCCCn1c(=O)c(-c2nc3ccccc3c(=O)[nH]2)c(O)c2ccccc21,-13%,1%,1%,i,i,i,?,4%,2%,-1%,0%
COc1ccc(N2CCN(C(=O)C3CCN(S(=O)(=O)N4CCOCC4)CC3)CC2)cc1,3%,1%,1%,i,i,i,5%,3%,2%,7%,-9%
O=C(O)CC(NC(=O)C(c1ccccc1)c1ccccc1)c1ccco1 (configuration not stated),-1%,2%,1%,i,i,i,15%,0%,5%,-14%,-1%
CCc1cccc(NC(=O)CN(C)S(=O)(=O)c2cnc[nH]2)c1,-6%,2%,0%,i,i,i,0%,2%,1%,-15%,-1%
Cc1nn(CCC#N)c2nc(C(F)(F)F)[nH]c(=O)c12,-4%,1%,1%,i,i,i,0%,6%,16%,6%,3%
CCOC(=O)C1CCN(S(=O)(=O)c2cccc(-c3csc(C)n3)c2)CC1,40%[activator],-4%,-3%,i,i,i,25µM*,-6%,?,-1%,0%
Cc1ccc(-c2nn3c(C)nnc3s2)cc1NC(=O)COc1ccc(Cl)cc1,.,-2%,1%,.,.,.,2%,481%,1%,.,-6%
CCOC(=O)C1CCN(C(=O)Cc2c(F)cccc2Cl)CC1,0%,2%,-3%,i,?,?,3%,172%,26%,2%,0%
Cc1n[nH]c(=O)[nH]c1=O,-2%[17.1 µM],-3%[25.7 µM],1%[25.7 µM],i,?,i,0%[25.6 µM],-8%[25.6 µM],0%[25.6 µM],-7%[25.7 µM],3%[25.5 µM]
Cc1cc(C)c(C#N)c(SCC(=O)CC(=O)OC(C)C)n1,5%,-9%,-2%,i,i,i,?,13%,25µM*,-19%,0%
O=C(c1ccncc1)N1CCC[C@@]2(CCN(Cc3cc(C(F)(F)F)cc(C(F)(F)F)c3)C2)C1,46%[activator],-4%,2%,i,i,i,28%,10%,?,-10%,-1%[11.4 µM]
Cc1nc2sc3c(c2c(=O)n1/N=C/c1ccco1)CCCC3,0%,0%,0%,i,?,i,9%,3%,25µM*,-12%,2%
CC(=O)c1cc(-c2ccccc2)[nH]c1N1CCCC1,-1%,-4%,-2%,i,i,?,-12%,20%,17%,-4%,0%
O=C(NCCc1ccccc1)C1CCN(S(=O)(=O)N2CCCC2)CC1,0%,0%,0%,i,?,i,6%,-7%,25µM*,0%,0%
CC(C)CCN1CC(C(=O)N2CCN(c3ccc(F)cc3)CC2)CC1=O (configuration not stated),5%,-1%,1%,i,i,i,6%,-12%,8%,15%,1%
CCOC(=O)N1CCN(c2c(-c3ccc(C(C)C)cc3)c(=O)c2=O)CC1,3%,-1%,-3%,i,i,?,-8%,-18%,10%,-2%,3%
O=C1C2CCCN2C(c2cccc(Br)c2)N1c1ccc(F)cc1 (configuration not stated),.,-1%,-4%,.,.,.,6%,11%,-2%,4%,-2%
CC(C)Cc1nc(N2CCC(C(N)=O)CC2)c2nnn(Cc3ccccc3)c2n1,15%,-2%,1%,i,i,i,18%,-1%,-3%,-1%,3%
CCC(=O)c1ccc(OC(=O)c2ccc(Br)o2)cc1,0%,-4%,-2%,i,i,i,2%,0%,13%,-15%,-1%
CN1CCN(C(=O)CN2C(=O)CC(C)(C)S(=O)(=O)c3ccccc32)CC1,2%,3%,1%,i,i,i,-24%,-15%,7%,-2%,1%
CCOC(=O)CCN1C(=O)[C@H]2[C@H]3[C@H](O)[C@H](O)C/C(=N/OCC(C)C)[C@@H]3CC[C@@H]2C1=O,.,0%[11.5 µM],3%[11.5 µM],.,.,.,0%[11.4 µM],.,0%[11.4 µM],2%[11.5 µM],3%[11.4 µM]
COc1ccc(NC(=O)c2ccc(=O)oc2)cc1,3%,-2%,-3%,i,?,i,-24%,-7%,-9%,-8%,-2%
Cn1c(=O)c(=O)n(C)c2cc(S(=O)(=O)N3CCN(Cc4ccccc4)CC3)ccc21,5%,2%,-1%,i,?,i,28%,-4%,-3%,13%,0%
CC1(C)NC(=O)NC2(C)NC(=O)NC(C)(C)C12 (configuration not stated),0%,-1%,1%,i,?,i,-3%,-10%,-6%,-4%,1%
CCCCOc1ccc(S(=O)(=O)n2c(C)nc3ccccc32)cc1,-18%[7.66 µM],-3%,-2%,.,.,.,1%[11.4 µM],23%[11.4 µM],3.2µM*,32%[activator],2%
O=C1c2sc3nc4ccccc4n3c2C(=O)N1c1ccccc1Cl,45%[activator],-2%,-2%,i,i,?,7.9µM*,7%,?,?,-6%
Cc1ccc(OCC(=O)NCc2ccccn2)cc1,11%,0%,1%,i,i,i,-19%,-1%,6%,9%,0%
COc1cccc(OC)c1OCCCc1c(C)n[nH]c1C,-1%,1%,-2%,i,i,i,-29%,-1%,0%,-2%,3%
Cc1ccc(-c2noc(CCC(=O)NCCN3CCOCC3)n2)cc1,10%,3%,2%,i,i,i,5%,13%,3%,23%,-1%
CC(=O)Nc1cc(N2C(=O)CCC2=O)ccc1Cl,0%,-2%,-1%,.,.,.,16%,3%,8%,15%,4%
COc1ccc2nc(NC(=O)CSc3nc4ccccc4o3)sc2c1,26%,1%,1%,i,i,i,0%,152%,7%,-7%,0%
CCOC(=O)c1ccc(Oc2nc(NC)nc(SC)n2)cc1,3%,-1%,-1%,i,i,?,8%,152%,2%,-4%,-1%
CC(C)N1C(=O)CCC1C(=O)NCCc1ccc(Cl)cc1 (configuration not stated),.,-1%,-2%,.,.,.,10%,-1%,-1%,-8%,-1%
CC(C)(C)c1nc(SCC(=O)NCc2ccco2)c2ccccc2n1,?,-1%,-1%,i,i,i,-2%,3%,?,-15%,1%
O=C1CCCN1c1ccc(S(=O)(=O)N2CCC(c3ccccc3)CC2)cc1,3%,-1%,0%,i,?,i,5%,2%,?,-19%,0%
COc1ccccc1-c1c(C)nn2c(NCCN3CCCC3)cc(C)nc12,.,-2%,-1%,.,.,.,6%,3%,3%,-18%,-4%
CN=C(Nc1cc(C)nn1CCC#N)c1ccccc1,-2%,-4%,1%,i,i,i,3%,5%,7%,-35%,6%
Cc1ccc(OCC(=O)Nc2ccc(N3CCOCC3)cc2)cc1,9%,-2%,2%,.,.,.,10%,?,3%,-11%,-1%
CC(=O)NCCOc1ccc2oc3ccccc3c2c1,12%,4%,-1%,i,?,i,5%,-2%,16%,-15%,-17%
COc1ccc(NC2c3ncccc3C(=O)N2Cc2ccccc2)c(OC)c1 (configuration not stated),-1%,2%,-1%,i,?,i,?,16µM*,6%,-14%,2%
c1ccc(-c2nnn(CCN3CCCCC3)n2)cc1,.,1%[11.5 µM],0%[11.5 µM],i,i,?,9%[11.4 µM],1%[11.4 µM],9%[11.4 µM],-17%[11.5 µM],1%[11.4 µM]
CCOc1ccccc1C(=O)N(C)Cc1cc2ccccc2[nH]c1=O,2%,-1%,-1%,i,i,i,-10%,6%,21%,-6%,1%
Cc1ccc(-c2noc(CCC(=O)Nc3cccc(C#N)c3)n2)cc1,23%,-1%,-3%,i,i,i,1%,-2%,13%,2%,-4%
